Source: PubChem
PNC assembly inh – perinucleolar compartment assembly inhibition; PC3M PTB-GFP, PNC prevalence imaging, 16 h; active compounds read low; 140,000 compounds, 3.1% hits; activity change (PNC), negative = inhibition, % at 10 µM;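 active = readout at or below -70, meaning at least 70% loss of cells showing the perinucleolar compartment, a nuclear body marking cancer cells; inconclusive = readout between -30 and a set limit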;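 also: plate controls were DMSO wells for no effect and camptothecin positive control wells for full effect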
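Read-out is percentage of cells bearing a perinucleolar compartment, from automated 20x imaging of fixed, Hoechst-stained PC3M PTB-GFP cells. Cells were seeded 4 h, then exposed 16 h to compound (23 nl of library stock) in duplicate plates.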
ALOX15B inhib – inhibitors of human 15-lipoxygenase 2 (ALOX15B). purified 15hLO-2, xylenol orange hydroperoxide absorbance. Potency, µM (titrated, usually from 57.1 µM), for inactives: at the highest dose activity change, negative = inhibition, usual class: inhibitors. 110,000 compounds, 0.56% hits; also: potency is read from the fitted curve at half-maximal effect; nearly all actives have a fitted effect of over 60% in size; many of its hits are not listed in these tables
Target sequence (O15296 whole entry, looked up): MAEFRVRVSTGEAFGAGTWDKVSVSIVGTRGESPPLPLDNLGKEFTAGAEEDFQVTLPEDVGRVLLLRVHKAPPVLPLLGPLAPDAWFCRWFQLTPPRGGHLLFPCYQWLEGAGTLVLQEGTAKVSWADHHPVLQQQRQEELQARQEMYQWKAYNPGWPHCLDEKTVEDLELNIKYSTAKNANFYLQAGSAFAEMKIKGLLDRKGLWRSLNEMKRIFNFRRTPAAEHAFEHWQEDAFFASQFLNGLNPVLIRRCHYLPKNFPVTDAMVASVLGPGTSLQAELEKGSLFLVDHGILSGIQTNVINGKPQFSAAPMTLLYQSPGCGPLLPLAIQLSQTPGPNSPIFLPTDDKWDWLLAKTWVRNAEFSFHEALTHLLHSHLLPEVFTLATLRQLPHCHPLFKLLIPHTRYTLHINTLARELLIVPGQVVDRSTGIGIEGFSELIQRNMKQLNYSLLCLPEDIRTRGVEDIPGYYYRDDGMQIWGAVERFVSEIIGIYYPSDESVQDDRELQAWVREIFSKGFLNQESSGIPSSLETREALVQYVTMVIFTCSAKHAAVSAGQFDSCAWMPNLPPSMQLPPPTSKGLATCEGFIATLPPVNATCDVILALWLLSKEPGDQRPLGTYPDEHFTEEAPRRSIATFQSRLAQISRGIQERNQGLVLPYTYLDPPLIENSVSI
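Enzyme 50 nM, AA 45 uM, 25 mM Hepes pH 7.5 + 0.01% Triton X-100; cpd preinc 15 min RT, rxn 90 min RT; stop/detect with 200 uM XO + 300 uM Fe(II) in 50 mM H2SO4, 30 min; A573/A405.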
IMPase cell inh – membrane-permeable compound that blocks inositol monophosphatase | inhibition (IP1 accumulation), % at 46.1 µM | CHO-M1 cells, IP1 accumulation, HTRF TR-FRET ratio | P97697 | 120,000 tested, under 10 active | AID 901; active = well fitted curve in the direction sought with a large enough effect in the signal ratio, not every such curve was filed as active; inconclusive = small, poorly fitted or top-dose-only effect, or a change in a side signal; inactive = no such curve, though single readings can be large or run the other way; the % refers to the signal ratio;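 also: cells stimulated with carbachol in lithium chloride buffer; plate controls were DMSO basal wells for no effect and reference inhibitor wells for full effect; higher means more IMPase inhibition seen as more IP1 and lower FRET ratio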
Target sequence (P97697 whole entry, looked up): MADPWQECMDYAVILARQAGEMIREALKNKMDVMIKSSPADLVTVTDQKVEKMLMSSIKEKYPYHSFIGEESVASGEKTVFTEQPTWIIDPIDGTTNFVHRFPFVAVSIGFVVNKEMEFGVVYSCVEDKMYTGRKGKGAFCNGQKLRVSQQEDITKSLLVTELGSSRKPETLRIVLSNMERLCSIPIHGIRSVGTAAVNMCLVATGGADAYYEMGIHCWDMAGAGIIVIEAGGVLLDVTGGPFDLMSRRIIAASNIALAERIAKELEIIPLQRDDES
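Carbachol-driven Gq signalling in CHO-M1 cells (2000/well) generates IP1. Compounds that block IMPase raise IP1 and so reduce the FRET signal from Eu-anti-IP1 and d2-IP1 after a 10 min room-temperature lysis.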
12-hLO inh – blocks human 12-lipoxygenase activity | purified 12-hLO, xylenol orange hydroperoxide absorbance | Potency, µM (top dose mostly 57.1 µM), for the others: top-dose activity change, negative = inhibition, actives largely listed as inhibitors | 150,000 compounds, 0.12% hits; also: potency is read from the fitted curve at half-maximal effect; nearly all actives have a fitted effect of over 55% in size; many of its hits are not listed in these tables
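150 nM 12hLO, 25 mM Hepes pH 7.0 + 0.01% Triton X-100; cpd preinc 15 min RT; 40 uM arachidonic acid, 30 min RT; Fe-XO 30 min; A573/A405 ratio as read-out.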
Numbers without * were called inactive; ? = inconclusive; . = no result given; & = joins results of further samples; [ ] = another dose, or the depositor's remark. Unless noted, calls follow the shape of the dose curve; as a rule, active = well fitted curve in the direction sought with a large enough effect; inconclusive = small, poorly fitted or top-dose-only effect, or another doubt; inactive = no such curve, though single readings can be large; an effect the other way counts as inactive or inconclusive. Unless noted, % is scaled to controls: 0 for no effect and ±100 for the full control effect.

Values run as follows: 12-hLO inh	PNC assembly inh	ALOX15B inhib	IMPase cell inh
- COc1ccc2c(C(=O)CN3CCN(c4ccccc4)CC3)c[nH]c2c1
  0%	-22	-1%	-7
- Cn1c(=O)oc2cc(S(=O)(=O)N3CCCC(C(=O)Nc4ccc5c(c4)OCCO5)C3)ccc21 (stereo unspecified)
  4%	?	-5%	6
- O=C(O)CC1NC(=O)N(c2ccccc2)C1=O (stereo unspecified)
  6%	1	-1%	7
- CC(C)(C)NC(=O)COC(=O)/C=C/c1ccccc1[N+](=O)[O-]
  2%	1	-3%	-6
- Cc1cccc(OCCC(=O)NCC(c2ccco2)N2CCCCC2)c1 (stereo unspecified)
  5%	21	6%	1
- Cc1cc(OC(=O)c2ccco2)c2c(C)cc(=O)oc2c1
  -2%	?	-6%	-15
- COc1ccc(-c2nc3ccccc3[nH]2)cc1
  -7%	51	5%	3
- CCN(CC(=O)Nc1ccc2c(c1)OCCO2)S(=O)(=O)c1cccs1
  -15%	12	-1%	4
- COC(=O)c1ccc(C2/C(=C(/O)c3ccc(OC(C)C)cc3)C(=O)C(=O)N2c2cc(C)on2)cc1 (stereo unspecified)
  4%	-14	0%	-15
- COc1ccc(C2/C(=C(/O)c3ccc4c(c3)CC(C)O4)C(=O)C(=O)N2CCN2CCOCC2)cc1 (stereo unspecified)
  2%	22	-5%	-9
- CC1CC(C)CN(C(=O)c2cn(C)c3ccc(S(=O)(=O)N(C)C)cc3c2=O)C1 (stereo unspecified)
  0%	7	-4%	1
- Brc1ccc(Cn2c(-c3cncs3)nc3ccccc32)cc1
  5%	?	.	8
- CCS(=O)(=O)c1ccc2oc(Nc3ccc(C(C)C)cc3)nc2c1
  -18%	28	-6%	-5
- C=CCc1ccc(OCCOCCNCCOC)c(OC)c1
  -4%	-15	9%	7
- O=C(c1ccc(CS(=O)(=O)c2ccccc2)o1)N1CCN(c2ncccn2)CC1
  1%	-2	-1%	9
- Cc1c(CN(C)CCc2ccccc2)c(=O)n(-c2ccccc2)n1C
  -6%	16	-11%	7
- CCOC(=O)c1cnn2c(C(F)(F)F)cc(-c3ccco3)nc12
  -10%	-9	-4%	-3
- CN(C)Cc1ccccc1-c1ccc2ncnc(N3CCOCC3)c2c1
  6%	.	15%	.
- COCCn1c(C)cc(C(=O)COC(=O)c2ccc[nH]c2=O)c1C
  2%	-10	.	.
- Cc1cc(C)c2[nH]c(=O)c(C(c3nnnn3C(C)(C)C)N3CCN(C(=O)c4ccco4)CC3)cc2c1 (stereo unspecified)
  -6%	27	-8%	2
- O=C(COc1cnc2ccccc2n1)NCCC1=CCCCC1
  1%	14	8%	-1
- O=C(NCc1ccc2c(c1)OCO2)c1ccc(CN2CCOCC2)cc1
  -5%	?	2%	-5
- O=C(Nc1ccccc1)N1CCCC2(CCN(C(=O)c3csnn3)CC2)C1
  4%	.	3%	.
- C=CCOc1ccc(/C(CC)=N/O)cc1OC
  1%	25	6%	-8
- O=C(Nc1ccc2c(c1)OCO2)C1CCCN1C(=O)Nc1cccc(F)c1 (stereo unspecified)
  -3%	-7	-9%	-7
- Cc1ccccc1OCCNC(=S)Nc1ccccc1
  -27%	51	?	0
- COCCCNC(=O)c1ccc2nc3ccccc3c(=O)n2c1
  1%	36	-2%	-6
- COc1ccc(C2C(C#N)=C(N)Oc3n[nH]c(C)c32)cc1Cn1cc([N+](=O)[O-])cn1 (stereo unspecified)
  -6%	-5	2%	4
- O=C(O)c1ccccc1C(=O)N1CCN(c2cccc(Cl)c2)CC1
  8%	?	.	6
- COc1ccc(-c2ccc(-c3noc(C4CCCCC4)n3)c(OC)n2)cc1
  0%	4	-5%	-4
- O=S(=O)(Nc1ccc(-c2csc(-c3ccccc3)n2)cc1)c1ccccc1
  -5%	-16	.	.
- Cc1ccc(N(CC(=O)N/N=C/c2ccco2)S(=O)(=O)c2ccccc2)cc1
  ?	14	-9%	-5
- O=C(CS(=O)(=O)Cc1ccccc1)NCc1ccc2c(c1)OCO2
  -6%	37	5%	-10
- Cc1ccc(S(=O)(=O)N2CCSC2C(=O)O)cc1 (stereo unspecified)
  1%	37	.	3
- C=CCn1c(=O)c2c(nc3n2CC(C)CN3c2cccc(OC)c2)n(C)c1=O (stereo unspecified)
  -10%	16	0%	-1
- Cc1oc(-c2ccc(Cl)cc2)nc1CN1CCC(C(=O)NCc2cccs2)CC1
  4%	?	29%	-8
- COc1ccc(-n2nnnc2SCC(=O)N2CCCC2)cc1OC
  1%	38	10%	?
- Nc1nnc(SCC(=O)Nc2ccc3nc(SCC(=O)Nc4ccccc4)sc3c2)s1
  2%	?	.	15
- C/C(=N\NC(=O)C1(C)CC1(Br)Br)c1cccc(NC(=O)C2CCC2)c1 (stereo unspecified)
  1%	22	.	.
- CCCCCCCCSc1nnc(-c2ccc(OC)cc2)o1
  -1%	-2	12%	4
- COc1ccc(C)cc1NC(=O)CN(c1ccc(F)cc1)S(C)(=O)=O
  -4%	-94*	6%	1
- CN(Cc1ccccc1)C(=O)CCNC(=O)Cn1cnc2ccccc2c1=O
  -1%	8	-6%	1
- COc1ccccc1/C=C/C=N/NC(=O)Cc1cccn1C
  1%	?	.	.
- C=CCn1c(/N=C/c2ccc3c(c2)OCO3)nc2ccccc21
  -3%	333	.	-5
- CCN(CC)C(=O)CSC(=Nc1ccccc1F)NC#N
  -5%	-2	-8%	-1
- Cc1ccc(OCC(O)Cn2c(=N)n(CCN3CCOCC3)c3ccccc32)cc1 (stereo unspecified)
  2%	?	23%	13
- CCN(CC)S(=O)(=O)c1cccc(NC(=O)COC(=O)CCC(=O)c2ccc(F)cc2)c1
  -3%	-82*	.	.
- O=c1c(Cl)c(NCc2ccccc2Cl)cnn1C12CC3CC(CC(C3)C1)C2
  3%	-13	.	-2
- COc1ccc(NC(=O)C(=O)N/N=C/c2cccnc2)c(OC)c1
  -4%	2	-3%	?
- CCn1c(SCc2nc3ccccc3[nH]2)nnc1-c1ccc(OC)cc1
  -3%	27	14%	-6

The list continues:
Values run as follows: 12-hLO inh	PNC assembly inh	ALOX15B inhib	IMPase cell inh
- CC(=O)/C=C(\C)NCCNc1c(F)c(F)c(CO)c(F)c1F
  8%	10	-1%	6
- O=C(c1cnccn1)N1CCC2(CCN(Cc3cc(C(F)(F)F)cc(C(F)(F)F)c3)CC2)CC1
  6%	.	24%	.
- CC(C)CN(CC(C)C)C(=O)CCCC(=O)N(CC(C)C)CC(C)C
  -1%	?	.	.
- Fc1ccc(NC(=S)NC2CCCCC2)c(F)c1F
  -1%	8	.	-10
- CC(C)N(C(=O)CN1C(=O)NC2(CCCCCC2)C1=O)C(C)C
  -3%	-18	4%	-3
- CSc1nc(N)nc(SCC(=O)CC(=O)OC(C)C)c1C#N
  -13%	60	-6%	-11
- CCN1CN(CCc2ccccc2)CNC1=S
  -5%	-18	.	-1
- COc1ccc(OC)c(NC(=O)c2cc3c(Cl)nc4ccccc4c3s2)c1
  -1%	50	.	.
- CSC(=NC1CCCCC1)NS(=O)(=O)c1ccccc1
  7%	-7	1%	8
- Cc1ccc(S(=O)(=O)N[C@@H](CC(C)C)C(=O)NCc2ccco2)cc1
  -1%	-21	7%	7
- CCc1cc2c(=O)c(-c3nc4ccccc4n3C)c(C)oc2c(CN2CCN(C)CC2)c1O
  9%	-17	.	-13
- CCCCO
  1%&-3%	.	-13%&10%	.
- CC(=O)N1c2ccccc2C2(O)N=C(C)SC12 (stereo unspecified)
  ?	?	.	.
- CC(=O)/C(=N/Nc1ccc(Br)cc1)Sc1cccc2cccnc12
  3%	17	.	6
- CCCCn1c(NCc2ccccn2)nc2ccccc21
  3%	-29	39%[activator]	14
- COC(=O)COC(=O)c1ccc(O)cc1
  -2%	47	0%	-3
- Cc1ccc(NC(=O)C2CC(=O)OC23CCOC(C)(C)C3)cc1 (stereo unspecified)
  1%	38	2%	-4
- Cc1cc(C(=O)OCC(=O)N2CCOCC2)c2ccccc2n1
  -3%	27	8%	6
- N#CC1=C2SCC(O)(c3ccccc3)N2C(=O)CC1c1cccs1 (stereo unspecified)
  -19%	-89*	-14%	?
- CC(=O)c1cnc2cc(-c3ccc(C)cc3)nn2c1C
  1%	-100*	.	0
- COC(=O)Cn1c(=NC(=O)CSC(C)=O)sc2ccccc21
  -3%	28	.	1
- C/C1=C2N=C(/C=C3N=C(/C(C)=C4\[N-]C(C)(C5N=C1C(C)(CCC(=O)NCC(C)OP(=O)([O-])O[C@H]1C(O)C(n6cnc7cc(C)c(C)cc76)O[C@@H]1CO)C5CC(N)=O)C(C)(CC(N)=O)C4CCC(N)=O)C(C)(CC(N)=O)C\3CCC(N)=O)C(C)(C)C/2CCC(N)=O.[CH2-]C1OC(n2cnc3c(N)ncnc32)C(O)C1O.[Co] (stereo partly specified)
  -4%	.	-13%	.
- CCn1c(=O)n(CC(=O)N2CC(C)CC(C)C2)c(=O)c2ccccc21 (stereo unspecified)
  -5%	24	-6%	-2
- COc1ccc(Cl)cc1NC(=O)c1cccc(NC(=O)CCC(=O)O)c1
  -3%	16	.	.
- O=C(N/N=C/c1cccc([N+](=O)[O-])c1)c1cc2ccccc2o1
  -1%	39	.	-6
- Cc1ccc(C)c(NC(=O)C2CC(Cl)=CCC2C(=O)O)c1 (stereo unspecified)
  -2%	?	1%	2
- Cc1ccc(/C(O)=C2/C(=O)C(=O)N(CCN3CCOCC3)C2c2cccs2)cc1 (stereo unspecified)
  5%	18	-13%	-11
- Cc1ccc(NC(=O)C(c2ccc(Cl)cc2Cl)N2CCCC2)cc1 (stereo unspecified)
  -2%	58	.	-4
- CCN1C(=O)c2cccc3cccc1c23
  -11%	-2	19%	8
- Cc1nnc(SCC(=O)Nc2ccc(Cl)cn2)s1
  -2%	-119*	.	-3
- Cc1ccc2oc(C(=O)Nc3nnc(C)s3)c(C)c2c1
  -2%	41	6%	-6
- O=C(CSc1nnc(CN2CCOCC2)n1-c1ccc(Cl)cc1)Nc1cc(Cl)ccc1O
  -4%	6	0%	5
- COc1cccc(CN(CC2CCCO2)S(=O)(=O)c2ccc(S(=O)(=O)N(C)C)cc2)c1 (stereo unspecified)
  0%	-22	7%	14
- Cc1cccc(NC(=O)CN2C(=O)N/C(=C/c3cc(C)n(-c4ccncc4)c3C)C2=O)c1
  -1%	60	.	.
- O=c1[nH]c(=O)c2nc3ccccc3nc2[nH]1
  2%	.	-8%	6
- Cc1cc(/C=N/NC(=O)c2c(Br)cnn2C)c(C)n1-c1cccc(Br)c1
  -2%	22	.	.
- Cc1ccc(-c2c(C)cc3oc(=O)cc(-c4ccccc4)c3c2C)cc1
  0%[0.00818 µM]	.	-12%[0.0915 µM]	.
- C=CCN1CCN(C(c2ccccc2)c2nnnn2CCC(C)C)CC1 (stereo unspecified)
  4%	-14	5%	-5
- COC(=O)[C@@H]1C[C@H]2CC[C@H](O)C[C@H]2N1Cc1ccc(N2CCN(C)CC2)cc1
  3%	.	8%	.
- COc1cccc(CNC(=O)C2CCCN(c3nn4c(=O)cc(C)nc4s3)C2)c1 (stereo unspecified)
  -1%	10	1%	11
- CCOc1cc(C2CC(=O)NC3=C2C(=O)C(C(=O)OC)C(C)C3)cc(Br)c1O (stereo unspecified)
  -3%	26	-2%	-1
- CN(C)C(=O)c1ccccc1-c1ccccc1
  8%	21	-1%	4

Compound profiles, as listed above. Values in the order: 12-hLO inh, PNC assembly inh, ALOX15B inhib, IMPase cell inh
Results for `Cc1cc(/C=N/NC(=O)c2c(Br)cnn2C)c(C)n1-c1cccc(Br)c1` = -2%, 22, ., .
Results for `COc1cccc(CN(CC2CCCO2)S(=O)(=O)c2ccc(S(=O)(=O)N(C)C)cc2)c1` (stereo unspecified) = 0%, -22, 7%, 14
